# aDG glyco act – activators of alpha-DG glycosylation, primary screen, uHTS, Pro5-aDG cells, AlphaScreen; alpha-DG glycosylation AlphaScreen (IIH6); 0% Pro5, 100% B10-LARGE cell signal; activation, % at 10 µM; hit rate 0.22% among 360,000;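 active means activation of at least 8% versus controls, or a plate z-score of at least 8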;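 further: Pro5 are CHO cells carrying HIG-tagged alpha-DG that lacks glycosylation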
# TWEAK-Fn14 inh – inhibitors of TWEAK-Fn14 signaling, primary screen, luciferase reporter cells, uHTS. hit rate 2% among 360,000. inhibition, % at 10 µM. AID 1159606, 2016. TWEAK-stimulated Fn14 reporter cells, luciferase luminescence, 8 h; in the data active means inhibition above about 50%
# HIF-2a inh – HIF-2a reporter inhibitors, primary screen, luminescence, 786-0 RCC cells; hit rate 0.72% among 360,000; 786-0 RCC cells HIF-2a reporter, luciferase luminescence, overnight; inhibition, % at 18.8 µM; AID 624352, 2012;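 active means inhibition of the luminescence signal of 40% or more relative to plate controls, in a single-dose primary screen at 18.75 µM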
# CF NFkB block – inhibitors of PAF-induced NF-kB signaling, primary screen, cell-based, GFP fluorescence, uHTS | AID 588850, 2011 | inhibition, % at 5 µM | hit rate 0.86% among 360,000 | KKLEB NF-kB-GFP reporter, GFP fluorescence overnight;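 active means at least 50% inhibition at 5 µM, scaled per plate between neutral and stimulator controls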;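 further: PAF is a Pseudomonas aeruginosa culture filtrate used as stimulus; plate controls were PAF-stimulated DMSO wells for no effect and unstimulated DMSO wells for full effect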
# Peg3 promoter – Peg3 promoter-driven luciferase inhibitors, primary screen, cell-based, HeLa, luciferase luminescence. HeLa PEG-Prom luciferase reporter, overnight. inhibition, % at 20 µM. hit rate 1.7% among 360,000;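 active means inhibition of at least 50% at 20 µM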
# Shn3 inh set2 – reduction of Shn3 3'UTR firefly luciferase signal, primary screen, Schnurri-3 inhibitor project, cell-based, Clone20 osteoblasts, set 2. Clone20 osteoblast Shn3 3'UTR firefly luciferase, 24 h. inhibition, % at 12.5 µM. hit rate 0.52% among 360,000. AID 588674, 2011;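 active means mean inhibition of at least 75% with every replicate also reaching 75%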;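 further: 0% = median of neutral control wells and 100% = pilot-screen positive control compound; some compounds past the cut are filed as inactive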
# hiPSC survival – enhancers of single-cell hiPSC survival, primary screen, ATPlite luminescence; 100% = ROCK inhibitor wells, 0% = DMSO; survival enhancement, % at 20 µM; hit rate 0.044% among 360,000; AID 602274, 2012; in the data active means survival enhancement above about 18%;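 further: cells exposed to compounds for 16 hours before the ATP read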
# NR2E3 ag-1 – inhibitors of NR2E3-RetCOR corepressor binding, primary screen, NR2E3 agonist project, biochemical, TR-FRET, GST-NR2E3, biotin-RetCOR | Photoreceptor-specific nuclear receptor (Homo sapiens), Q9Y5X4 | 1536-well | AID 2300, 2010 | hit rate 0.12% among 320,000 | inhibition of corepressor binding, % at 4.78 µM;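 active means percent inhibition above the cutoff of mean plus 3 SD of all tested compounds, set per screening campaign, cut at about 20% in these data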;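 further: 0% = DMSO wells and 100% = biotin wells as full block of FRET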
# Target sequence (Q9Y5X4 whole entry, looked up): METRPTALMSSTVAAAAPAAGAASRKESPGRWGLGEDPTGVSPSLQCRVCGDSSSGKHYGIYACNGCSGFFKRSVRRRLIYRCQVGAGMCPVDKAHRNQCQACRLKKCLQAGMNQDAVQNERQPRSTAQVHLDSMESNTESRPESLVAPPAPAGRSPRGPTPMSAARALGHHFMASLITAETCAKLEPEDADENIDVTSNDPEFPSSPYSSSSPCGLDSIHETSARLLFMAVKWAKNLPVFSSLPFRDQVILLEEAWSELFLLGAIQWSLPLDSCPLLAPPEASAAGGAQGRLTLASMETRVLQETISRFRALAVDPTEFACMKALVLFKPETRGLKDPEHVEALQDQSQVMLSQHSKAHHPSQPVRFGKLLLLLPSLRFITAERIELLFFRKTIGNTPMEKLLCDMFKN
#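 System: GST-NR2E3 and biotin-RetCOR proteins; probe or stimulus: 7 nM biotin-RetCOR; doses: compound at 4.8 µM, single dose; schedule: Compound–protein incubation for 5 h at 4 °C; detection: time-resolved FRET; read-out: percent inhibition; controls: biotin wells as high control, 0.6% DMSO wells as low control; format: 1536-well plates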
# KKLEB tox – cytotoxicity in KKLEB CF airway cells, primary screen, cytotoxicity control for CF NF-kB inhibitor project, cell-based, uHTS, fluorescence assay plates. activity change (cytotoxicity), % at 5 µM. hit rate 0.36% among 360,000. KKLEB CF airway cells viability, ATPlite luminescence, overnight; active compounds read low; cells stimulated with P. aeruginosa culture filtrate. AID 602141, 2011;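 active means corrected activity change at or below -50% at 5 µM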
# NR2E3 ag-2 – NR2E3 agonists in two-hybrid cells, primary screen, cell-based, luminescence, CHO-S, Gal4-NCOR/VP16-NR2E3 | luciferase | inhibition of corepressor binding, % at 3.98 µM | hit rate 0.35% among 360,000 | AID 602229, 2012;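 active means inhibition above the mean of all tested compounds plus 3 SD, cut at about 70% in these data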;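 further: 0% = DMSO with NR2E3 transfected cells and 100% = cells lacking NR2E3 construct; higher means lower luciferase signal from less NR2E3 corepressor binding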
# MITF TRPM1 inh – inhibitors of MITF-dependent TRPM1 promoter reporter, primary screen, cell-based, SK-MEL-5, single point, luciferase; SK-MEL-5 TRPM1 promoter luciferase, 24 h; inhibition, % at 12.5 µM; hit rate 0.83% among 330,000; AID 488899, 2010;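 active means mean inhibition across replicates of 60% or more, whatever share of single replicates reaches that level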; further: values of inactives mirror those of a sister screen read the other way
# Active calls of the source: *; . = no result given.
SMILES,aDG glyco act,TWEAK-Fn14 inh,HIF-2a inh,CF NFkB block,Peg3 promoter,Shn3 inh set2,hiPSC survival,NR2E3 ag-1,KKLEB tox,NR2E3 ag-2,MITF TRPM1 inh
COc1ccc(O)c(C=NCC(C)N=Cc2cc(OC)ccc2O)c1 (stereo not drawn),-0.3,5,15,-4,-2,4,3.4,3,4,1,17
C/C(=N/NC(=O)c1ccc(Br)s1)c1ccncc1,-0.2,-9,-140,3,-127,-4,-0.3,1,-3,6,-50
CCOC(=O)c1cnc(Nc2ccc(OCC)cc2)nc1C,0.0,-3,-190,-6,-128,-19,-2.9,4,10,-28,-44
CC1(C)CC(=O)C2=C(C1)NC(Nc1nc3ccccc3o1)=NC21CCCC1,-0.2,-15,-3,14,25,6,-1.6,3,-24,6,-24
Cc1nn(Cc2noc(C(=O)NC3CCC(C)CC3)n2)c(C)c1Br (stereo not drawn),0.1,18,7,-1,4,90*,-0.5,2,4,-12,0
Cc1ccc(S(=O)(=O)N[C@H](C(=O)N2CCC(C(=O)N[C@@H](CC(=O)O)C(=O)O)CC2)C(C)C)cc1,-0.3,-8,16,-2,4,27,4.7,4,16,-14,7
Cc1ccc(S(=O)(=O)NC2(C(=O)O)CCCCC2)cc1,0.2,-10,20,-20,7,-2,0.0,-2,7,-8,11
COc1ccc(CN=Cc2[nH]c3ccc(Br)c(Cl)c3c2O)cc1,3.1,14,26,11,25,-42,-0.5,10,3,-2,29
NC(=Nc1ccc(Br)cc1)c1ccccc1,0.5,19,-150,0,-127,-22,0.4,0,-8,-32,-24
CC(c1ccccc1)N1C(=O)c2ccc(C(=O)Nc3ccc(Br)cc3C(=O)O)cc2C1=O (stereo not drawn),-0.3,10,-3,60*,10,4,-0.4,4,-4,-8,-3
O=C(NNS(=O)(=O)c1ccc([N+](=O)[O-])cc1)C1CCCCC1,-0.6,7,3,7,7,14,-0.1,0,9,3,10
O=C(CN1CCN(c2cccc(Cl)c2)CC1)N1CCCC1,0.4,2,18,20,4,5,3.3,-1,0,-28,3
C=CCSc1nc2nc(C)cc(C)n2n1,-0.2,-7,-6,1,-6,-12,0.2,1,-10,13,3
Nn1cnnc1N/N=C/c1cc(Br)cc(Br)c1O,0.3,-15,10,-2,34,20,1.5,-1,9,32,-8
COc1ccc(C2=NN(C(=O)c3ccccc3C(=O)O)C(c3ccccc3O)C2)cc1 (stereo not drawn),-0.1,-26,-137,-8,-268,-105,-0.5,-2,9,-114,-55
O=C1Cc2ccccc2C(=O)N1c1ccccc1,-0.2,7,24,-8,21,13,1.1,3,2,-37,-2
Cc1ccc2[nH]c(=O)c(CN(CC3CCCO3)C(=O)c3cccs3)cc2c1 (stereo not drawn),-0.2,10,14,-11,17,5,-0.6,3,-1,2,6
c1ccc(N2CCOCC2)c(Nc2nc3ccccc3n3cnnc23)c1,-0.1,6,-2,8,12,2,-0.9,-1,-13,-6,18
O=S(=O)(c1ccccc1)c1nc(-c2ccco2)oc1N1CCCCC1,-0.1,18,-2,4,8,3,1.4,0,-1,-7,0
Clc1cc2c(cc1/C=N/Nc1nc(N3CCOCC3)nc(N3CCOCC3)n1)OCO2,-0.4,-15,9,7,6,4,-0.5,0,-12,-9,7
Nc1ccc2c(O)cc(S(=O)(=O)O)cc2c1,-0.1,33,9,4,11,-20,2.0,.,20,-30,11
COc1ccc(NC(=O)CSc2nnc(Cn3nnc4ccccc43)n2C)cc1,0.2,2,1,-3,0,-6,2.5,6,8,0,4
CCCCCNCc1ccc(OCc2ccc(Cl)nc2)c(OC)c1,-0.1,-5,12,0,-2,0,-2.3,0,2,-1,-11
CCOc1ccc(CCNC(=O)COC(=O)c2oc3ccccc3c2COC)cc1OCC,0.0,7,10,8,-5,2,-0.6,4,20,-21,3
COc1ccc(S(=O)(=O)N2CCC(C(=O)NC3CCCC3)CC2)cc1C,0.1,5,10,13,1,1,-0.4,6,-3,-3,7
COc1ccc(/C=N/NC(=O)c2ccc(N3CCCC3=O)cc2)cc1,-0.1,-1,6,8,-3,2,-0.3,-1,2,-8,-6
O=C(CSc1nnc(NC(=O)c2cccc(F)c2)s1)NCc1ccco1,0.0,-6,-83,-9,-78,-43,-0.4,-3,5,-3,11
CCC1(c2ccccc2)NC(=O)N(CC(=O)N2CC(=O)Nc3ccccc32)C1=O (stereo not drawn),-0.2,-1,0,-10,-6,-8,-0.3,3,12,-11,-16
CCn1c(SCC(=O)Nc2ccccc2OC)nnc1-c1cnccn1,-0.3,7,3,11,11,6,0.5,-1,-5,0,18
CC(=O)C1=C(O)C(=O)N(Cc2ccccc2)C1c1ccco1 (stereo not drawn),0.6,-14,8,-2,10,-6,-0.2,3,-2,-18,6
O=C(Nc1cccc(-c2cn3c(n2)SCC3)c1)c1ccc2c(c1)OCO2,-0.3,-13,-74,-5,-63,-29,-0.3,3,-7,-71,-20
CCN(CC)CCC(=O)NN,-0.2,4,16,6,15,-30,-0.2,-1,-2,-21,2
CCOC(=O)C1=C(C)NC(=O)NC1C (stereo not drawn),-0.1,-18,-8,9,-4,-12,1.0,-1,-11,-2,0
CC12CCC(=O)N1c1c(sc3nc(N4CCOCC4)c4c(c13)CCCC4)C(=O)N2 (stereo not drawn),1.6,-1,16,7,28,4,-3.8,2,-11,2,8
O=C(Nc1cccc(-c2nc3ccccc3[nH]2)c1)c1cccc(NC(=O)c2ccco2)c1,-0.5,25,-51,38,104*,42,-2.5,2,-59*,-33,87*
Cc1ccc(Oc2nc3c(C)cccn3c(=O)c2/C=C(\C#N)C(N)=O)cc1,0.0,3,10,3,8,-13,-0.8,0,13,-6,-1

# Laid out differently: 13 of the compounds above.
Compound | aDG glyco act | TWEAK-Fn14 inh | HIF-2a inh | CF NFkB block | Peg3 promoter | Shn3 inh set2 | hiPSC survival | NR2E3 ag-1 | KKLEB tox | NR2E3 ag-2 | MITF TRPM1 inh
CCOc1ccc(CCNC(=O)COC(=O)c2oc3ccccc3c2COC)cc1OCC | 0.0 | 7 | 10 | 8 | -5 | 2 | -0.6 | 4 | 20 | -21 | 3
COc1ccc(S(=O)(=O)N2CCC(C(=O)NC3CCCC3)CC2)cc1C | 0.1 | 5 | 10 | 13 | 1 | 1 | -0.4 | 6 | -3 | -3 | 7
COc1ccc(/C=N/NC(=O)c2ccc(N3CCCC3=O)cc2)cc1 | -0.1 | -1 | 6 | 8 | -3 | 2 | -0.3 | -1 | 2 | -8 | -6
O=C(CSc1nnc(NC(=O)c2cccc(F)c2)s1)NCc1ccco1 | 0.0 | -6 | -83 | -9 | -78 | -43 | -0.4 | -3 | 5 | -3 | 11
CCC1(c2ccccc2)NC(=O)N(CC(=O)N2CC(=O)Nc3ccccc32)C1=O (stereo not drawn) | -0.2 | -1 | 0 | -10 | -6 | -8 | -0.3 | 3 | 12 | -11 | -16
CCn1c(SCC(=O)Nc2ccccc2OC)nnc1-c1cnccn1 | -0.3 | 7 | 3 | 11 | 11 | 6 | 0.5 | -1 | -5 | 0 | 18
CC(=O)C1=C(O)C(=O)N(Cc2ccccc2)C1c1ccco1 (stereo not drawn) | 0.6 | -14 | 8 | -2 | 10 | -6 | -0.2 | 3 | -2 | -18 | 6
O=C(Nc1cccc(-c2cn3c(n2)SCC3)c1)c1ccc2c(c1)OCO2 | -0.3 | -13 | -74 | -5 | -63 | -29 | -0.3 | 3 | -7 | -71 | -20
CCN(CC)CCC(=O)NN | -0.2 | 4 | 16 | 6 | 15 | -30 | -0.2 | -1 | -2 | -21 | 2
CCOC(=O)C1=C(C)NC(=O)NC1C (stereo not drawn) | -0.1 | -18 | -8 | 9 | -4 | -12 | 1.0 | -1 | -11 | -2 | 0
CC12CCC(=O)N1c1c(sc3nc(N4CCOCC4)c4c(c13)CCCC4)C(=O)N2 (stereo not drawn) | 1.6 | -1 | 16 | 7 | 28 | 4 | -3.8 | 2 | -11 | 2 | 8
O=C(Nc1cccc(-c2nc3ccccc3[nH]2)c1)c1cccc(NC(=O)c2ccco2)c1 | -0.5 | 25 | -51 | 38 | 104* | 42 | -2.5 | 2 | -59* | -33 | 87*
Cc1ccc(Oc2nc3c(C)cccn3c(=O)c2/C=C(\C#N)C(N)=O)cc1 | 0.0 | 3 | 10 | 3 | 8 | -13 | -0.8 | 0 | 13 | -6 | -1

# Carrying on:
SMILES,aDG glyco act,TWEAK-Fn14 inh,HIF-2a inh,CF NFkB block,Peg3 promoter,Shn3 inh set2,hiPSC survival,NR2E3 ag-1,KKLEB tox,NR2E3 ag-2,MITF TRPM1 inh
Cc1c(Cc2ccccc2)c(=O)oc2cc(OCC(=O)NCC3CCC(C(=O)O)CC3)ccc12 (stereo not drawn),-0.3,-2,5,-2,5,-10,-2.3,1,11,-30,0
Cc1cccc(OCC(=O)NC(=S)N2CCCc3ccccc32)c1,-0.2,56*,-46,-2,-68,10,3.7,3,2,-18,-10
COc1ccc(NS(=O)(=O)c2cc(NC(=O)c3ccc(C)o3)ccc2N2CCCCC2)cc1,0.7,15,24,0,28,19,-0.1,2,22,-7,-8
CCCc1cc(C(=O)NNC(=S)NC(C)c2ccccc2)cs1 (stereo not drawn),-0.2,20,-1,-12,-2,9,5.0,0,12,-13,11
CC(=O)OC1CC(C)N(C(=O)c2ccccc2)c2ccc(C)cc21 (stereo not drawn),0.0,-12,19,-7,19,8,1.8,0,1,19,16
CCOc1cccc(CN2CCCC(CCC(=O)NCc3ccccc3F)C2)c1O (stereo not drawn),-0.1,11,11,1,15,12,-0.2,3,2,-12,-2
Cc1cccc(OCC(=O)N2CCC(N3CCOCC3)CC2)c1,0.3,-15,9,2,12,-4,-0.4,-3,-4,-26,-13
CSc1nc(N)c2c3c(sc2n1)CN(C)CC3,0.2,17,12,-5,-3,2,0.8,3,2,-9,-2
Cc1ccc2c(c1)S/C(=C/c1ccc[n+](C)c1)N2CCO,0.4,4,16,-9,5,-14,-0.8,-3,13,-22,1
O=C(NCc1cccnc1)NC1(C(F)(F)F)Oc2ccccc2O1,0.6,3,25,-7,3,61,-2.3,-2,1,-18,13
CN(CCC1CCOCC1)C(=O)CC1C(=O)NCCN1C/C=C/c1ccccc1 (stereo not drawn),-0.2,1,8,-2,-4,18,1.0,3,3,-4,-1
Cc1cc(N2C(=O)Cc3ccccc3C2=O)ccc1C(C)C,0.0,7,-29,1,-13,36,-0.7,-1,6,-60,-7
O=C(O)c1cccc2c(/C=N/Nc3ccccn3)c[nH]c12,0.1,-3,8,17,-1,7,-0.5,-6,-2,-32,-2

# Compound activity deposited in PubChem BioAssay by several laboratories.
